p53 reactivator: mutant p53 re-activation in reporter cells; H1299 p53-A138V BP100-luciferase reporter, luminescence, 24 h; Potency, µM (series often up to 92.2 µM), for inactives: top-dose activity change, positive = activation, hits mostly activators; hit rate 0.063% among 320,000; further: potency means the concentration at half of the fitted maximal effect; % of control where 0% means no effect; nearly all actives have a fitted effect of over 45% in size
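H1299 (p53-null), stable ts p53-A138V + BP100-Luc; 1000 cells/well, Opti-MEM/10% FBS; cpd 4 pt, 1:5; 24 h, 37 deg C, 5% CO2; detection reagent 10 min RT; luminescence.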
TRPV1 agonist: agonists of human vanilloid receptor 1 (TRPV1) | Q8NER1 | TRPV1-expressing cells, Fluo-8 calcium influx, agonist mode | activation, % at 8.33 µM | hit rate 0.19% among 320,000; in the data active means activation above about 80%; inconclusive means between about 30% and that limit; further: 0% is about no effect
Target sequence (Q8NER1 whole entry, looked up): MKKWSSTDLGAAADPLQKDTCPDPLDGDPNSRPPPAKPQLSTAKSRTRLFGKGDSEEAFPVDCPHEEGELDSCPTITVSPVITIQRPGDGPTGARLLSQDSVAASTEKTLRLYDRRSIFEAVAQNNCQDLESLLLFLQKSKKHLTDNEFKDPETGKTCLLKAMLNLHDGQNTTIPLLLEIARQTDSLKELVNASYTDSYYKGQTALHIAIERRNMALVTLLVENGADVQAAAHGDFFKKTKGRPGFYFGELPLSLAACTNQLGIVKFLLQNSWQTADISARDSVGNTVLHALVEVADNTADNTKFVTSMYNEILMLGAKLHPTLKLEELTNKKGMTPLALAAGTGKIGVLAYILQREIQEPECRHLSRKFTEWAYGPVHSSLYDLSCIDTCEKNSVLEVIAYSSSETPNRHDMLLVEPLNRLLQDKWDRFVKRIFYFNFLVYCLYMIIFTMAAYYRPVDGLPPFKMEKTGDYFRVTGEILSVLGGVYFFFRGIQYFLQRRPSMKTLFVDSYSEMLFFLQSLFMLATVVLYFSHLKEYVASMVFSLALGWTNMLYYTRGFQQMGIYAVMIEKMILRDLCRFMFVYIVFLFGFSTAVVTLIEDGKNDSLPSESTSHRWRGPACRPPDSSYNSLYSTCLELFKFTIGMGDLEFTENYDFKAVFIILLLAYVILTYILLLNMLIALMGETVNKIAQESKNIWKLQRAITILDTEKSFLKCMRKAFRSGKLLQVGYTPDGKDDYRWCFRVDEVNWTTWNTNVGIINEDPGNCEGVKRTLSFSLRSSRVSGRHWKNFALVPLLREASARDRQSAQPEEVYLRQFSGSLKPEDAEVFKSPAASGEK
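Fluo-8 calcium influx in TRPV1-expressing cells, kinetic read (ex 480/em 520 nm). Compound added and read 3 min for agonist activity, followed by capsaicin at EC20 final and 2 min further read for enhancement.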
ELG1 repair inh: ELG1-dependent DNA repair inhibition; hit rate 2.3% among 330,000; Potency, µM (series often up to 46.1 µM), for inactives: at the highest dose activity change, negative = inhibition, actives largely listed as inhibitors; HEK293T ELG1-luciferase reporter, luminescence, 16 h; DNA damage induced by 5-fluorouridine; further: potency means the concentration at half of the fitted maximal effect; on the % scale 0 is the no-effect control and ±100 the full control effect; nearly all actives have a fitted effect of over 55% in size
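Cells (2,000 per well) received 5-fluorouridine plus test compound or DMSO and were incubated 16 hr at 37 °C, 5% CO2. Luciferase activity was read by luminescence 30 min after ONE-Glo addition; signal suppression marked inhibition of damage-induced ELG1 function.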
Rab9 promoter act: Rab9 promoter activation | Potency, µM (highest dose often 9.22 µM), inactives show top-dose activation, negative = inhibition, usual class: activators | Huh7 Rab9 promoter-luciferase reporter, luminescence, 24 h | hit rate 2.8% among 320,000; further: potency means the concentration at half of the fitted maximal effect; % of control where 0% means no effect; nearly all actives have a fitted effect of over 60% in size
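Cells were plated at 1500 per well in reduced-serum medium with 10% FBS and left 2 h. Compound in DMSO was then added for 24 h at 37 °C. Reporter signal was read by luminescence after 10 min with luciferase detection reagent.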
ELG1 genotoxic: induces genotoxicity in HEK293T cells with luciferase-tagged ELG1. hit rate 1.3% among 330,000. Potency, µM (titrated, usually from 46 µM), without a hit: at the highest dose activity change, positive = activation, actives largely listed as activators. HEK293T ELG1-luciferase reporter, luminescence, 16 h; further: potency means the concentration at half of the fitted maximal effect; % of control where 0% means no effect; nearly all actives have a fitted effect of over 60% in size
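DMSO vehicle served as control against compound-treated ELG1-luciferase HEK293T cells; exposure lasted 16 hr at 37 °C and 5% CO2, followed by ONE-Glo luminescence detection after 30 min.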
FLuc modulator: counter-screen for miR-21 project: firefly luciferase inhibitors or activators | purified FLuc, Km substrates, luminescence inhibition | Potency, µM (top dose mostly 57.5 µM), inactives show at the top dose activity change, negative = inhibition, actives largely listed as inhibitors | hit rate 6.9% among 360,000 | AID 588342;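 further: potency means the concentration at half of the fitted maximal effect; plate controls were vehicle for no effect and reference inhibitor for full effect; nearly all actives have a fitted effect of over 55% in size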
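Purified P. pyralis luciferase (10nM final) with 10uM D-luciferin and 10uM ATP (Km levels) in 50mM Tris acetate pH 7.5, 10mM Mg acetate, 0.01% Tween-20, 0.05% BSA; qHTS 6-point titration, ~60 µM downward; luminescence read.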
VP16 counter: counter-screen for ROR gamma inhibitors: Gal4-VP16 reporter; Drosophila S2 Gal4-VP16 UAS-luciferase, luminescence, 20 h; Potency, µM (titrated, usually from 53.6 µM), for inactives: at the top dose activity, negative = inhibition, most hits filed as inhibitors; hit rate 3.5% among 310,000; AID 2546;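 further: Gal4-VP16 expression switched on by copper sulfate through the metallothionein promoter; potency means the concentration at half of the fitted maximal effect; on the % scale 0 is the no-effect control and ±100 the full control effect; nearly all actives have a fitted effect of over 50% in size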
NPC1 promoter act: NPC1 promoter activation. Huh7 NPC1 promoter luciferase reporter, 24 h. Potency, µM (top dose mostly 9.22 µM), inactives show at the top dose activation, actives largely listed as activators. hit rate 2.4% among 320,000;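 further: potency means the concentration at half of the fitted maximal effect; % of control where 0% means no effect; nearly all actives have a fitted effect of over 60% in size; reporter is driven by a mutant NPC1 promoter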
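Luminescence from an NPC1 promoter-driven luciferase reporter in stably transfected Huh7 cells was measured after 24 h compound treatment at 37 °C, followed by 10 min ambient incubation with luciferase detection reagent.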
RORgamma inh: ROR gamma (mouse) transcription inhibition; hit rate 5.4% among 310,000; P51450; Drosophila S2 Gal4-RORgamma UAS-luciferase reporter, 20 h; Potency, µM (top dose mostly 53.6 µM), for the others: top-dose activity change, negative = inhibition, actives largely listed as inhibitors; further: potency means the concentration at half of the fitted maximal effect; on the % scale 0 is the no-effect control and ±100 the full control effect; nearly all actives have a fitted effect of over 60% in size
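Read-out: Photinus luciferase luminescence; inhibitors lower reporter signal. Insect Schneider cells with Gal4-ROR gamma fusion under metallothionein promoter, UAS reporter; 700 uM final copper sulfate induction, 20 hr, ambient temperature.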
Tb PFK block: blocks T. brucei phosphofructokinase. T. brucei PFK, ADP-Glo luminescence. Potency, µM (series often up to 57.5 µM), for inactives: at the highest dose activity, negative = inhibition, actives largely listed as inhibitors. hit rate 0.17% among 330,000. AID 485367;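 further: potency means the concentration at half of the fitted maximal effect; 0% = uninhibited 1x PFK enzyme wells and -100% = no-enzyme wells; nearly all actives have a fitted effect of over 60% in size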
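Compounds were pin-transferred as a titration series up to 57 uM into substrate buffer (0.5 mM F6P, 0.1 mM ATP, pH 8.0), then 1.25 nM PFK was added and reactions ran 45 min before ADP-Glo detection.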
BRCA1 expr up: activators of BRCA1 expression; MCF7-BRCA1-FFLuc reporter, luminescence, 48 h; response scale: scaled: vehicle 0%, 10 µM genistein 100%; Potency, µM (series often up to 46.1 µM), for inactives: top-dose activation, actives largely listed as activators; hit rate 1.1% among 380,000; further: potency means the concentration at half of the fitted maximal effect; nearly all actives have a fitted effect of over 80% in size; some results filed as inactive show a strong effect at the top dose
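Luminescence from a BRCA1-driven firefly luciferase in MCF7 cells was read after 48 h compound exposure at 37 C. Data normalized against DMSO and a 10microM genistein activation control, then curve-fitted across the titration.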
The depositor's hits bear a star; ? = inconclusive; . = not tested or not shown; & = joins results of further samples; [ ] = dose if it differs, or a comment. Unless noted, the call rests on the fitted dose curve; in most records, active means well fitted curve in the direction sought with a large enough effect; inconclusive means small, poorly fitted or top-dose-only effect, or another doubt; inactive means no such curve, though single readings can be large; an effect the other way counts as inactive or inconclusive.

SMILES | p53 reactivator | TRPV1 agonist | ELG1 repair inh | Rab9 promoter act | ELG1 genotoxic | FLuc modulator | VP16 counter | NPC1 promoter act | RORgamma inh | Tb PFK block | BRCA1 expr up
O=C(/C=C/c1cccnc1)/C=C/c1cccnc1 | -12% | 5 | ? | -45%[inhibitor] | ? | -17% | 5µM* | -33%[inhibitor] | 5µM* | -3% | -88%
Cc1ccc(S(=O)(=O)c2c(N)n(Cc3ccco3)c3nc4ccccc4nc23)cc1C | -8% | 1 | -17% | 1% | -8% | -10% | 10% | 0% | 13% | 2% | -71%
Cc1cc(N2C(=O)C(O)=C(C(=O)c3ccc(C)o3)C2c2ccc([N+](=O)[O-])cc2)no1 (stereo not given) | -5% | 0 | -4% | 10% | 1% | 0% | -1% | 14% | 1% | 3% | -2%
CN(C(=O)CSc1nnc(-c2ccc(Cl)cc2)n1C)C1CCS(=O)(=O)C1 (stereo not given) | -3% | . | 29% | . | 1% | . | . | . | . | -4% | -2%
CCOC(=O)C1(CCc2ccccc2)CCN(C(=O)CCn2cncn2)CC1 | 19% | 10 | ? | ? | ? | ? | -9% | 14% | -1% | 2% | ?
COc1cc(/C=C(/C#N)C(=O)NC(C)c2ccccc2)cc(OC)c1O (stereo not given) | 0% | 22 | -10% | 0% | -6% | 4% | -18% | 1% | -30% | 6% | 1%
COc1ccc(CNS(=O)(=O)c2c(C(=O)N3CCCCC3)c(C)n(C)c2C)cc1 | -3% | -3 | 23% | 0% | 0%[9.26 µM] | -1% | -7% | -2% | -2% | 0% | 0%
Cc1cccc(N(C2C=CS(=O)(=O)C2)S(=O)(=O)c2ccccc2)c1 (stereo not given) | -6% | 2 | 4% | -3% | -5% | 0% | 9% | -1% | -21% | -1% | -23%
CCc1cc(C(=O)NNC(=S)NCC2CCCO2)cs1 (stereo not given) | 4% | -7 | 18% | 9% | 3% | 3% | -5% | 4% | 16µM* | 1% | 4%
CC(=O)NC(C(=O)OCC(=O)N(c1ccccc1)c1ccccc1)C(C)C (stereo not given) | -3% | -5 | 13% | 2% | 0% | -1% | 2% | -7% | 7% | 0% | 11%
O=C(COc1ccc(Cl)cc1)N1CCN(C(=O)c2cccc(F)c2)CC1 | -13% | 2 | 2% | 1% | -5% | -2%[2.3 µM] | -11% | 0% | ? | -4% | -18%
O=C(N/N=C/c1ccc(O)cc1O)/C(=C/c1ccccc1)CCO | ? | 2 | ? | -32%[inhibitor] | ? | ? | ? | -22% | 11µM* | 1% | -83%
COc1ccc(S(=O)(=O)N2CCCCC2)cc1NC(=O)C1CCCC1 | 9% | 11 | 16% | -7% | 0% | -2% | . | -6% | . | 2% | 1%
O=C(Nc1ccc(F)cc1F)c1cc(-c2ccc3c(c2)OCO3)on1 | 26% | 3 | ? | ? | 20% | -10%&0% | -4% | ? | -44% | -2% | 1%
Cc1ccc(-c2ccc(/C=N/NC(=O)CN3CCOCC3)o2)cc1[N+](=O)[O-] | 7% | -1 | ? | 8% | -5% | -17% | -6% | 10% | -112% | 1% | -1%
CC(C)CNC(=S)Nc1ccccc1F | 11% | -5 | 15% | -3% | -2% | -3% | 4.5µM* | 1% | 6.3µM* | 0% | 25%
COc1ccc(Cc2nnc(NS(=O)(=O)c3ccccc3)s2)cc1 | 1% | -2 | 0% | -3% | 3% | ? | 3% | 1% | 21% | -7% | -40%
COc1cccc(CNC(=O)c2ccc(S(=O)(=O)N3CCOCC3)cc2)c1 | -1% | ? | 11% | -4% | 2% | -1% | . | -3% | . | 4% | -16%
CO/N=C/c1ccc(OC)c(Oc2nc(OC)cc(OC)n2)c1 | -1% | 4 | ? | 2% | -4% | -2% | -5% | -13% | 1% | 1% | -2%
COc1cc2c(=O)n(CC3CCCO3)c(=O)n(CC(=O)Nc3ccccc3)c2cc1OC (stereo not given) | . | 1 | -12% | -9% | 6% | 4% | -5% | -2% | 12% | 1% | -6%
O=C(Nc1cc(C(F)(F)F)ccc1N1CCCCC1)c1ccco1 | 3% | 16 | -10% | -2% | 0% | 0% | -1% | -1% | -16% | ? | -9%
FC(F)c1nnc2c(Cl)cc(C(F)(F)F)cn12 | 1% | -2 | -10% | -2% | 1% | 3% | 16% | -7% | 2% | -1% | -5%
O=S(=O)(NCc1cccs1)c1cccc(S(=O)(=O)N2CCCCC2)c1 | 29% | 1 | ? | -8% | -7% | 0% | ? | 0% | ? | -2% | -27%
CCOC(=O)C1=CN(CC)S(=O)(=O)NC1CCc1ccccc1 (stereo not given) | -10% | . | ? | . | 0% | . | . | . | . | -1% | -2%
O=C(NCSc1ccnc(SCNC(=O)c2ccc(F)cc2)n1)c1ccc(F)cc1 | 14% | 6 | 15% | 2% | 1% | 2% | -3%[0.365 µM] | 1% | -17% | 0% | 10%
CCn1c(SCC(=O)Nc2cccc(OC)c2)nnc1-c1ccc(Cl)cc1 | -1% | 4 | ? | 9% | -11% | 0% | 3% | -1% | -18% | 3% | 0%
CC(=O)N1CCc2cc(S(=O)(=O)NCCC(=O)Nc3cccc(C)c3)ccc21 | 5% | 2 | 16% | -1% | -1% | 2% | 3% | -6% | 22% | 1% | -22%
NC(=O)c1ccsc1NC(=O)C1CC1 | -3% | -1 | 18% | -1% | 4% | 0% | -3% | -2% | 1% | 28% | 0%
CC(C)c1ccc(OCC(=O)N2CCCCCC2)c(Br)c1 | 2% | 18 | ? | 2.8µM* | ? | 21µM* | 27% | ? | 14% | 1% | 10µM*
COc1cccc(C(=O)Oc2ccc3c(C)cc(=O)oc3c2C(C)=O)c1 | 3% | -6 | 1% | 7% | -2% | 0% | -30% | -3% | -17% | 1% | -7%

Only p53 reactivator (two entries from above):
Compound	p53 reactivator
CN(C(=O)CSc1nnc(-c2ccc(Cl)cc2)n1C)C1CCS(=O)(=O)C1 (stereo not given)	-3%
CCOC(=O)C1(CCc2ccccc2)CCN(C(=O)CCn2cncn2)CC1	19%

(next part)
SMILES | p53 reactivator | TRPV1 agonist | ELG1 repair inh | Rab9 promoter act | ELG1 genotoxic | FLuc modulator | VP16 counter | NPC1 promoter act | RORgamma inh | Tb PFK block | BRCA1 expr up
CCn1c(SCC(=O)Nc2cc(C)on2)nnc1-c1cccnc1 | 0% | -1 | 2% | 3% | 1% | 1% | -9% | -5% | -3% | 3% | 0%
CC(Cc1ccccc1)NC(=O)c1cc([N+](=O)[O-])ccc1Cl (stereo not given) | -1% | 3 | 1% | 13% | -3% | 7% | -10% | -1% | 6% | -3% | 0%
Cc1nn(CC(=O)N2CCCC2)c(=O)c2cc3cc(F)ccc3n12 | 5% | 2 | ? | 3% | 2% | 3% | -13% | -4% | 8% | -2% | 5%
COc1ccccc1C(=O)Nc1ccc(-c2nnn(CC(=O)N3CCN(C(=O)c4ccco4)CC3)n2)cc1 | 2% | 0 | -19% | 11% | -11% | 17µM* | -5% | -2% | 20% | 6% | 16%
CSc1n[nH]c(=S)n1N | -1% | 0 | 4% | -3% | 6% | 4% | -6% | -2% | ? | 4% | 1%
CCOC(=O)c1[nH]nc(-c2cc(CC)c(O)cc2O)c1-c1cscn1 | -21% | -3 | ? | -5% | -5% | 2% | 13µM* | -1% | ? | 10% | -49%
CS(=O)(=O)N1CCCC(C(=O)Nc2ccc(Br)cc2F)C1 (stereo not given) | 7% | 5 | 10% | -5% | 0% | -2% | -19% | -1% | 6% | -2% | -13%
Cc1cccc(C)c1NC(=O)C(c1ccccc1)N1CC(=O)Nc2ccccc21 (stereo not given) | -4% | 21 | -5% | -11% | 0% | 2% | 2% | -9% | -5% | 0% | -25%
Cc1ccc(NS(=O)(=O)c2ccc(-n3cccn3)cc2)nc1 | 5% | 2 | 11% | 3% | -1% | 2% | -17% | -18% | -20% | 1% | -6%
O=S(=O)(c1ccc2ccccc2c1)n1cnc2ccccc21 | -14% | 9 | 0% | -7% | -4% | 0% | -10% | -2% | 5% | 0% | -28%
CC1CCCCN1C(=O)CSc1nnc2ccccn12 (stereo not given) | 14% | . | ? | . | 4% | . | . | . | . | -7% | 35%
COc1ccc(-c2cc(C(=O)N3CCOCC3)c3ccccc3n2)cc1OC | -2% | 1 | -22% | -5% | -3% | ? | . | -2% | . | -2% | -27%
COc1ccc(C2C3C(=O)N(N(C)c4ncc(C(F)(F)F)cc4Cl)C(=O)C3ON2C)cc1 (stereo not given) | -3% | 1 | -5% | 8% | -1% | -4% | -2% | 2% | 0% | 1% | 2%
